Compound activity (PubChem BioAssay)
Gal4-VP16 FLuc: VP16 counterscreen qHTS for inhibitors of ROR gamma transcriptional activity. Drosophila S2 Gal4-VP16 UAS-luciferase, luminescence, 20 h. Potency, µM (highest dose often 53.6 µM), inactives show at the top dose activity, negative = inhibition, most hits filed as inhibitors. 310,000 compounds, 3.5% hits;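 further: Gal4-VP16 expression switched on by copper sulfate through the metallothionein promoter; potency means the concentration at half of the fitted maximal effect; on the % scale 0 is the no-effect control and ±100 the full control effect; nearly all actives have a fitted effect of over 50% in size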
Rab9 prom act: qHTS Assay for Rab9 Promoter Activators | Huh7 Rab9 promoter-luciferase reporter, luminescence, 24 h | Potency, µM (series often up to 9.22 µM), for inactives: at the highest dose activation, negative = inhibition, usual class: activators | 320,000 compounds, 2.8% hits | AID 485297, 2010; further: potency means the concentration at half of the fitted maximal effect; % of control where 0% means no effect; nearly all actives have a fitted effect of over 60% in size
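Huh7 cells stably carrying a Rab9 promoter-luciferase reporter, 1500 cells per well in OP-MEM I with 10% FBS, treated with compound 24 hours at 37C. Luciferase activity read by luminescence after 10 minutes with Amplite reagent.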
NPC1 prom act: qHTS Assay for NPC1 Promoter Activators | Huh7 NPC1 promoter luciferase reporter, 24 h | Potency, µM (top dose mostly 9.22 µM), inactives show at the top dose activation, actives largely listed as activators | 320,000 compounds, 2.4% hits | AID 485313, 2010;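 further: potency means the concentration at half of the fitted maximal effect; % of control where 0% means no effect; nearly all actives have a fitted effect of over 60% in size; reporter is driven by a mutant NPC1 promoter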
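Compounds in DMSO were transferred onto Huh7 NPC1-luciferase reporter cells pre-incubated 2 h; after 24 h at 37 °C, Amplite reagent was dispensed and luminescence recorded 10 min later.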
ELG1 DNA repair: qHTS screen for small molecules that inhibit ELG1-dependent DNA repair in human embryonic kidney (HEK293T) cells expressing luciferase-tagged ELG1; HEK293T ELG1-luciferase reporter, luminescence, 16 h; DNA damage induced by 5-fluorouridine; AID 504467, 2011; 330,000 compounds, 2.3% hits; Potency, µM (series often up to 46.1 µM), for the others: at the highest dose activity change, negative = inhibition, usual class: inhibitors; further: potency means the concentration at half of the fitted maximal effect; on the % scale 0 is the no-effect control and ±100 the full control effect; nearly all actives have a fitted effect of over 55% in size
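Step one: seed 2,000 cells per well. Step two: pin-transfer compound or DMSO alongside 5-fluorouridine. Step three: incubate 16 hr, 37 °C, 5% CO2. Step four: add ONE-Glo, wait 30 min, read luminescence.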
Mito fusion yeast: qHTS Assay for Small Molecule Inhibitors of Mitochondrial Division or Activators of Mitochondrial Fusion; S. cerevisiae fusion-defective mutant growth rescue, CellTiterGlo 48 h; AID 485298, 2010; Potency, µM (series often up to 46.1 µM), for inactives: at the top dose growth rescue (activation), usual class: activators; 320,000 compounds, 0.23% hits;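 further: potency means the concentration at half of the fitted maximal effect; % of control where 0% means no effect; nearly all actives have a fitted effect of over 45% in size; temperature-sensitive fusion mutants such as fzo1-1 at 37 °C on non-fermentable ethanol glycerol medium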
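Temperature-sensitive fusion-defective S. cerevisiae (e.g. fzo1-1, mgm1-5) were grown with compound in YPEG medium (3% ethanol, 3% glycerol) for 48 hours at 37C. Growth rescue was measured as viability by CellTiterGlo luminescence after 10 minutes at ambient.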
KCNH2 3.1 inh: qHTS for Inhibitors of KCHN2 3.1: Mutant qHTS | AID 720553, 2013 | Potassium voltage-gated channel subfamily H member 2, brain isoform KCNH2 3.1 (human) | 340,000 compounds, 0.95% hits | U2OS KCNH2 3.1, thallium flux FluxOr; active compounds read low | activity change, % (tested at about 1.8 µM);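 active means maximum activity change below -70%; inconclusive means maximum activity change from -70% to -50%; inactive means maximum activity change above -50%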;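 further: thallium influx rate constant from kinetic fluorescence after stimulation buffer; on the % scale 0 is the no-effect control and ±100 the full control effect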
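Thallium flux via FluxOr fluorescence (Red40 quencher, 45 min loading) in U2OS cells virally expressing the KCNH2 3.1 isoform (1.77 x 10^8 /mL virus, overnight at 37 C). Rate constants from 2-min kinetic reads post-stimulation, normalised to positive and negative controls.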
RORgamma inh: qHTS for inhibitors of ROR gamma transcriptional activity | Potency, µM (series often up to 53.6 µM), for the others: at the highest dose activity change, negative = inhibition, hits mostly inhibitors | Drosophila S2 Gal4-RORgamma UAS-luciferase reporter, 20 h | Nuclear receptor ROR-gamma (Mus musculus), P51450 | 310,000 compounds, 5.4% hits | AID 2551, 2010; further: potency means the concentration at half of the fitted maximal effect; on the % scale 0 is the no-effect control and ±100 the full control effect; nearly all actives have a fitted effect of over 60% in size
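Drosophila S2 cells stably expressing Gal4-DBD/mouse RORγ fusion under metallothionein promoter plus UAS-luciferase; compound 1 h, then 700 uM CuSO4 induction for 20 h at ambient temperature; inhibition read as reduced luminescence.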
Menin MLL FP TR: qHTS Assay for Inhibitors Targeting the Menin-MLL Interaction in MLL Related Leukemias: Competition With Texas Red Labeled MLL-derived Mutant Peptide. Menin + Texas Red MLL mutant peptide, fluorescence polarization. Potency, µM (titrated, usually from 61.6 µM), for the others: at the top dose FP activity change, negative = inhibition, most hits filed as inhibitors. 270,000 compounds, 0.23% hits; active means well fitted inhibition curve with a large enough effect in the polarisation, with a control signal flat, not every such curve was filed as active; inconclusive means small, poorly fitted or top-dose-only effect, or effect the other way, or a change in a side signal; inactive means no such curve, though single readings can be large or run the other way; the % refers to the polarisation; further: potency means the concentration at half of the fitted maximal effect; % of control where 0% means no effect; many of its hits are not listed in these tables
MBNL1-CUG inh: qHTS Assay for Inhibitors of MBNL1-poly(CUG) RNA binding. Muscleblind-like protein 1 (Homo sapiens), Q9NR56. TR-FRET MBNL1-His/biotin-(CUG)12 binding, 665/545 ratio. Potency, µM (series often up to 57.5 µM), for inactives: at the highest dose activity change, negative = inhibition, usual class: inhibitors. 280,000 compounds, 0.036% hits; active means well fitted inhibition curve with a large enough effect in the signal ratio, with a control signal flat, not every such curve was filed as active; inconclusive means small, poorly fitted or top-dose-only effect, or effect the other way, or a change in a side signal; inactive means no such curve, though single readings can be large or run the other way; the % refers to the signal ratio; further: potency means the concentration at half of the fitted maximal effect; on the % scale 0 is the no-effect control and ±100 the full control effect
Target sequence (Q9NR56 whole entry, looked up): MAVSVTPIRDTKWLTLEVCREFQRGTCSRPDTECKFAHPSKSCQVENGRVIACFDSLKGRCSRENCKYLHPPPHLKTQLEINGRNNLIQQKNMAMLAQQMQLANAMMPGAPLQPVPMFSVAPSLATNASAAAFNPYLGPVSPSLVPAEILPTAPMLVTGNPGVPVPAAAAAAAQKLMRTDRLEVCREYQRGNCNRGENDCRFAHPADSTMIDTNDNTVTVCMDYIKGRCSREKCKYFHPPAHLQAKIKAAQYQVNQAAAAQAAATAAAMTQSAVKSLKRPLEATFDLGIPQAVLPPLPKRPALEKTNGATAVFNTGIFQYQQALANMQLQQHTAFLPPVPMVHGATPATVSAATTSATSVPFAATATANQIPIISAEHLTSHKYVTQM
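Ratiometric TR-FRET (665 over 545 nm, excitation 340 nm) tracks disruption of MBNL1-His/biotin-(CUG)12 complex after 60 min at room temperature, with compounds at 92 nM to 58 uM final.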
PKM2 activator: qHTS Assay for Activators of Human Muscle isoform 2 Pyruvate Kinase; Pyruvate kinase PKM (Homo sapiens), P14618; purified PKM2, Kinase-Glo ATP luminescence, activation; response scale: 0% is enzyme alone, no compound; Potency, µM (top dose mostly 57.5 µM), inactives show top-dose activation, usual class: activators; 260,000 compounds, 0.34% hits; further: potency means the concentration at half of the fitted maximal effect; on the % scale 0 is the no-effect control and ±100 the full control effect; nearly all actives have a fitted effect of over 55% in size
Target sequence (P14618 whole entry, looked up, canonical isoform): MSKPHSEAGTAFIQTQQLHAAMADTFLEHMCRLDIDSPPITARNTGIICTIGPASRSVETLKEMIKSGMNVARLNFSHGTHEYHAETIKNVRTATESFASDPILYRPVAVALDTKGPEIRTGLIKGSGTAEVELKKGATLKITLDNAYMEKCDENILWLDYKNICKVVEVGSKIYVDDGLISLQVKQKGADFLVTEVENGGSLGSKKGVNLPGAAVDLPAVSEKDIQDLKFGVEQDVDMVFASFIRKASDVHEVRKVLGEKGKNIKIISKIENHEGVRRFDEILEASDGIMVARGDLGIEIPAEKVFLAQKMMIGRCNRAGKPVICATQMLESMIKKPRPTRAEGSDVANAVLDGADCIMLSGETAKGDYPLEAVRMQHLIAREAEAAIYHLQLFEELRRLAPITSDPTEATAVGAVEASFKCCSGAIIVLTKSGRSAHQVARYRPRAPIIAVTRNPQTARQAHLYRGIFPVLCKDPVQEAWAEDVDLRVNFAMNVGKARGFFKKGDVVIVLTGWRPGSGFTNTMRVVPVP
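ATP formation by purified human PK-M2, quantified via coupled luciferase luminescence after 1 h at room temperature with 0.1 mM ADP and 0.5 mM PEP final.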
FLuc modulator: qHTS profiling assay for firefly luciferase inhibitor/activator using purifed enzyme and Km concentrations of substrates (counterscreen for miR-21 project); Potency, µM (highest dose often 57.5 µM), for the others: at the top dose activity change, negative = inhibition, usual class: inhibitors; 360,000 compounds, 6.9% hits; Luciferin 4-monooxygenase (Photinus pyralis), P08659; AID 588342, 2011; purified FLuc, Km substrates, luminescence inhibition;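 further: potency means the concentration at half of the fitted maximal effect; plate controls were vehicle for no effect and reference inhibitor for full effect; nearly all actives have a fitted effect of over 55% in size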
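Purified P. pyralis luciferase, 10 nM final, with Km-level 10 uM D-luciferin and 10 uM ATP in 50 mM Tris acetate pH 7.5, 10 mM Mg acetate, 0.01% Tween-20, 0.05% BSA; 6-point qHTS titration about 60 µM downward; luminescence read.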
Starred values were filed as active, the others as inactive; ? = inconclusive; nt = no result given; [ ] = remark or other dose. Unless noted, the call rests on the fitted dose curve; in most records, active means well fitted curve in the direction sought with a large enough effect; inconclusive means small, poorly fitted or top-dose-only effect, or another doubt; inactive means no such curve, though single readings can be large; an effect the other way counts as inactive or inconclusive.

SMILES | Gal4-VP16 FLuc | Rab9 prom act | NPC1 prom act | ELG1 DNA repair | Mito fusion yeast | KCNH2 3.1 inh | RORgamma inh | Menin MLL FP TR | MBNL1-CUG inh | PKM2 activator | FLuc modulator
COc1ccccc1N1CCN(C(c2ccc(Cl)cc2)c2nnnn2C(C)(C)C)CC1 (stereo unspecified) | 22µM* | 6% | -4% | ? | ? | 7 | -123% | 0% | -1% | 3% | 1%
O=S(=O)([N-]c1nc2ccccc2nc1-[n+]1ccccc1)c1ccccc1 | 3% | -4% | -3% | 5% | -3% | 11 | -4% | -3% | ? | 2% | 2%
COc1cccc(NC(=O)CN(C)C(=O)c2oc3c(ccc4ccccc43)c2C)c1 | nt | -4% | 0% | -25% | -11% | -15 | nt | nt | nt | nt | -1%
O=C(CSc1ccc(-c2ccco2)nn1)N1CCCC1 | 0% | 6% | -2% | ? | 1% | 2 | 1% | -18% | 15% | -6% | -10%
O=C(C1CCCN(S(=O)(=O)c2ccc(Cl)cc2)C1)N1CCCC1 (stereo unspecified) | 1% | -1% | -2% | 1% | 4% | 2 | -12% | -3% | 2% | 1% | -1%
O=C(OCCN1CCCCC1)c1ccccc1F | 4% | 0% | 0% | 0% | 5% | 26 | 3% | 0% | -2% | nt | -5%
Cc1ccc(C(=O)NCc2ccco2)o1 | nt | -2% | 2% | -5% | 5% | 0 | nt | 0% | -6% | 1% | 2%
CCc1c(O)nc(SCc2nc3ccccc3c(=O)[nH]2)[nH]c1=O | 20% | 4% | -7% | -1% | 5% | -14 | -13% | 17% | 30% | 12% | -8%
COc1ccc2nc(C)cc(NCCN3CCOCC3)c2c1 | -6% | 0% | -3% | 2% | -6% | 2 | -36% | -11% | -1% | nt | 1%
CC(C)c1ccc(C(=O)NC(=S)Nc2ccc3[nH]c(=O)[nH]c3c2)cc1 | -16% | 0% | -1% | -29% | 0% | 4 | 29% | nt | nt | 1% | ?
Cc1cc(C)n(C2CCCCC2OC(=O)c2ccccc2F)n1 (stereo unspecified) | 3% | -3% | 1% | 0% | -7% | 18 | -17% | -12% | -11% | 1% | 2%
COc1cc(C2C3C(=O)N(Cc4ccccc4)C(=O)C3ON2c2ccccc2)cc(OC)c1OC (stereo unspecified) | 0% | 12% | 4% | -5% | -1% | -26 | 15% | 1% | 8% | -5% | 0%
COc1ccc(C)cc1NC(=O)c1ccc(NS(=O)(=O)c2cccc3cccnc23)cc1 | -1% | -6% | -1% | -1% | 14% | -7 | -3% | nt | 3% | 7% | -3%
CCN(CC)S(=O)(=O)c1ccc(C(=O)Nn2cnnc2)cc1 | 5% | 1%[1.84 µM] | -12% | -2% | -6% | 13 | 14% | 0% | -8% | nt | 2%
Cc1ccc(N(CC(=O)NCc2ccccc2Cl)S(=O)(=O)c2cccs2)cc1 | -1% | 2% | -1% | -12% | -1% | -9 | 0% | 10% | -3% | -4% | -2%
Cc1cc(C)c(NC(=O)C(C)c2cccc(C(=O)c3ccccc3)c2)c(C)c1 (stereo unspecified) | ? | 10% | 1% | ? | -3% | -27 | ? | -30% | 6% | 14% | 1%
COc1ccccc1NC(=O)Cn1cc(C(=O)C2CC2)c2ccccc21 | 2% | -1% | -1% | 2% | 0% | 16 | -17% | ? | 3% | -2% | 1%
Cn1cccc1Cc1nnc(SCC(=O)Nc2cccc(Cl)c2)n1-c1ccc(F)cc1 | -3% | -1% | 0% | -16% | 24% | -6 | ? | 13% | 0% | 3% | 2%
Cn1c2ccccc2c(=O)c2c(=O)n(C3CCCCC3)c(-c3ccco3)nc21 | -13% | -4% | 0% | ? | 29% | 0 | 32% | -7% | ? | 4% | 2%
O=c1ncn(-c2cccc(F)c2)c2ncccc12 | 1% | 0% | 0% | ? | -3% | -3 | 2% | -13% | -4% | -15% | -4%
Oc1cccc(C2c3[nH]c4ccccc4c3CCN2Cc2cnn(-c3ccccc3)c2)c1 (stereo unspecified) | 0% | 3% | 1% | -19% | 29% | -19 | 17% | ? | -7% | 6% | 5%
CCN(CC)S(=O)(=O)c1cccc(C(=O)N[C@H](C(=O)O)C(C)C)c1 | 4% | 7% | -3% | 9% | 1% | -3 | 3% | -1% | -17% | 1% | 1%
COc1ccccc1C(=O)NC1CCCc2ccccc21 (stereo unspecified) | -22% | 3% | -2% | -18% | 31% | -2 | -8% | ? | -6% | 4% | 0%
Cc1ccc(S(=O)(=O)NC(=O)c2ccc(-c3ccc(-c4ccccc4)cc3)o2)c(C)c1 | 9% | 0% | 0% | 3% | 6% | nt | 39% | ? | 39%[activator] | 0% | 6%
O=C(O)c1cc2c([nH]c1=O)CCCC2 | 2% | -6% | -3% | 4% | -2% | -5 | -9% | -5% | 7% | 1% | 3%
N#Cc1cc2cc3c(cc2nc1SCC(=O)N1CCOCC1)OCO3 | -18% | 1.6µM* | 1.3µM* | ? | 5% | -1 | 0% | ? | -1% | 0% | nt
CCOC(=O)CSc1ncc(OC)c(Sc2ccc(Cl)cc2)n1 | -8% | 4% | 3% | -7% | 4% | 3 | -2% | -27% | -4% | -2% | 3%
O=C1Nc2ccccc2Oc2cc([N+](=O)[O-])ccc21 | -1% | 2% | 8% | nt | 26% | -11 | -24% | ? | ? | nt | 1%
O=c1c2ccccc2sn1-c1ccc(F)cc1 | nt | ? | 12% | 10% | -40%[inhibitor] | -20 | nt | nt | nt | nt | ?
COC(=O)c1c(NC(=O)c2ccco2)sc(C)c1C | -2% | -3% | 9% | -2% | 5% | 1 | 5% | -5% | 104%[activator] | -2% | 1%
Cn1c(=O)c(=O)n(C)c2cc(S(=O)(=O)CCC(=O)N3CCCCC3)ccc21 | -5% | 13% | 0% | 17% | -3% | -87* | -3% | 8% | 0% | 0% | -8%
Cc1ccc(S(=O)(=O)NNc2ccccc2)cc1 | -1% | 5% | -3% | 12% | -8% | 8 | 1% | 8% | -7% | 30% | ?
Cc1ccccc1OCC(=O)N1N=C(C(F)(F)F)CC1(O)C(C)(C)C (stereo unspecified) | ? | -6% | -4% | ? | 26% | 12 | ? | -21% | 16% | -1% | 5%
COc1cccc(CNC(=O)CCl)c1 | -10% | -4% | -3% | -7% | -6% | -17 | -18% | 1% | -2% | 4% | 8%
Cc1nnc(-c2cccc(Br)c2)c2cn(-c3ccccc3Cl)nc12 | 4% | -4% | -2% | -17% | -7% | 2 | -6% | 7% | 21% | -9% | -2%
CC(O)CCc1nc2ccc(C(=O)O)cc2[nH]1 (stereo unspecified) | -5% | 2% | -1% | 1% | 0% | -3 | -1% | 8% | -3% | -5% | -15%
Cc1cccc2cc(CN(Cc3cccs3)C(c3nnnn3C3CCCC3)C(C)C)c(=O)[nH]c12 (stereo unspecified) | -3% | -28% | -14% | 12µM* | ? | -5 | 37% | -4% | -1% | -16% | -3%
C=CCn1c(=O)c2c(nc3n2CCCN3CCc2ccccc2)n(C)c1=O | 6% | -2% | -1% | -1% | 18% | -3 | -8% | -4% | -5% | ? | -1%
Cc1ccsc1C(=O)Nc1ccc(OCc2ccccc2)cc1 | ? | 1.1µM* | 1.6µM* | ? | -6% | -25 | 21% | ? | -5% | -9% | 1.5µM*
CCCCn1c(N)c(N(CC)C(=O)c2c(CC)noc2C)c(=O)[nH]c1=O | nt | -5% | 1% | 24% | -4% | -2 | nt | nt | nt | nt | 4%
CCN1CCc2c(OCC(=O)N3CCCCC3)cccc2C1=O | 9% | 1% | -3% | 25% | 0% | -10 | 14% | 5% | -9% | -5% | 0%
Cc1ccc(S(=O)(=O)N2CCCC(C(=O)O)C2)s1 (stereo unspecified) | 0% | 2% | -1% | ? | -2% | 16 | -2% | 1%[11.7 µM] | -2% | 10% | 1%
COC(=O)c1c(C)oc(C)c1S(=O)(=O)N1CCCCC1 | 2% | 0% | -2% | -3% | 4% | 6 | -22% | nt | nt | 0% | -2%

This is a subset; the hit share may differ from the screen's.
